Bioassay records as filed in PubChem BioAssay.
S2 tox – reduces viability in counter-screen for ATXN expression inhibitors; S2 cells (HEK-293 line with an ATXN2-luciferase reporter) viability, CellTiter-Fluor protease fluorescence, 24 h; Potency, µM (highest dose often 56.7 µM), most hits filed as cytotoxic; 400,000 tested, 0.49% active; also: potency is read from the fitted curve at half-maximal effect; nearly all actives have a fitted effect of over 40% in size
HT1080 IDH1KD tx – toxicity to HT-1080 IDH1 knockdown cells (counter line) | Potency, µM (top dose mostly 46.1 µM), for inactives: at the top dose activity, negative = toxicity, most hits filed as cytotoxic | AID 686971 | HT-1080 IDH1 knockdown viability, ATP luminescence, 48 h | 360,000 tested, 2% active;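 also: potency is read from the fitted curve at half-maximal effect; 0% = DMSO wells and -100% = cell-free medium wells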
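After a 2 h attachment period, IDH1KD HT-1080 cells took pin-transferred compound for 48 h at 37 °C; ATP-based luminescence after 10 min room-temperature reagent incubation reported viability.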
KB-3-1 cytotox – KB-3-1 parental cell cytotoxicity. 400,000 tested, 1.4% active. AID 1347075. Potency, µM (series often up to 46.1 µM), without a hit: at the top dose activity change, negative = cytotoxic, hits mostly cytotoxic. KB-3-1 viability, CellTiter-Glo ATP luminescence, 72 h; also: potency is read from the fitted curve at half-maximal effect; % is scaled to controls: 0 for no effect and ±100 for the full control effect; nearly all actives have a fitted effect of over 60% in size
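KB-3-1 parental drug-naive adenocarcinoma cells in DMEM/10% FBS, incubated 72 h at 37 C with pin-transferred compounds across a concentration series. Viability by CellTiter-Glo luminescence; concentration-response curves fitted after normalization.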
KB-V1 cytotox – KB-V1 MDR subline cytotoxicity | KB-V1 MDR cells viability, CellTiter-Glo, 72 h | Potency, µM (doses to about 46.1 µM), inactives show at the highest dose activity change, negative = cytotoxicity, actives largely listed as cytotoxic | 400,000 tested, 3.4% active | AID 1347076; also: potency is read from the fitted curve at half-maximal effect; % is scaled to controls: 0 for no effect and ±100 for the full control effect; nearly all actives have a fitted effect of over 60% in size
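Compound-treated KB-V1 multidrug-resistant cells, 72 h, 37 degrees C; viability by CellTiter-Glo. Fitted qHTS curves give the values.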
IL1B secr inh – inflammasome signaling inhibition, IL-1 beta readout; THP-1 LPS/ATP IL-1B secretion, AlphaLISA, 16 h; stronger effect = lower value; activity change, % at 57.5 µM; 360,000 tested, 4.7% active; in the data active = activity change below about -50%; inconclusive = mostly about -30% to -49%; also: % is scaled to controls: 0 for no effect and ±100 for the full control effect
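Secreted IL-1B measured by AlphaLISA bead assay after 16 h compound exposure of THP-1 cells; compounds (final up to 57.5 uM) added 1 h before LPS (250 ng/mL) and ATP (1.25 mM) stimulation; lower signal means less secretion.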
SW480 rerep – induces DNA re-replication in SW480 colon adenocarcinoma cells; Potency, µM (titrated, usually from 46.1 µM), for the others: at the highest dose re-replication activation, hits mostly activators; SW480 DNA re-replication, Hoechst DNA content imaging, 48 h; 340,000 tested, 1.8% active; also: potency is read from the fitted curve at half-maximal effect; % of control where 0% means no effect; nearly all actives have a fitted effect of over 55% in size
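SW480 cells exposed to compounds for 48 hr at 37 C, 5% CO2, then Hoechst-stained 40 min. Nuclear DNA content imaged by fluorescence scanning (405 nm excitation, 500-530 nm emission); re-replication scored as increased high-intensity nuclei.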
MCF10A rereplic – induces DNA re-replication in MCF 10a normal breast cells; Potency, µM (series often up to 46.1 µM), for the others: top-dose activity, positive = re-replication, most hits filed as activators; MCF 10A DNA re-replication, Hoechst nuclear intensity, 48 h; 350,000 tested, 2.9% active; also: potency is read from the fitted curve at half-maximal effect; % of control where 0% means no effect; nearly all actives have a fitted effect of over 50% in size
HT1080NT lethal – kills 2HG-producing HT-1080-NT fibrosarcoma cells | HT-1080-NT fibrosarcoma viability, CellTiter-Glo ATP luminescence, 48 h | Potency, µM (titrated, usually from 46.1 µM), without a hit: at the top dose activity, negative = less viability, usual class: cytotoxic | 360,000 tested, 1.6% active | AID 686970;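 also: NT is the 2HG producing partner of a matched IDH1 knockdown line; potency is read from the fitted curve at half-maximal effect; 0% = DMSO-treated cells and -100% = media-only wells without cells; nearly all actives have a fitted effect of over 55% in size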
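Compounds were tested in concentration-response format on HT-1080-NT cells for 48 hours at 37 degrees C. Cell viability came from CellTiter-Glo luminescence; curves were classified by r2, response magnitude and activity.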
ATXN2 expr inh – reduces ATXN2 reporter expression in HEK-293 cells | Potency, µM (doses to about 57 µM), for the others: top-dose activity change, negative = inhibition, most hits filed as inhibitors | 360,000 tested, 0.72% active | HEK-293 ATXN2-luciferase reporter, luminescence, 24 h; also: potency is read from the fitted curve at half-maximal effect; % is scaled to controls: 0 for no effect and ±100 for the full control effect; nearly all actives have a fitted effect of over 55% in size
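qHTS (up to 57 uM final) was run with 24 h compound exposure of reporter cells at 37 °C. Each well was multiplexed: SteadyGlo luminescence measured ATXN2-luciferase expression after a fluorogenic Gly-Phe-AFC viability readout (25 uM final).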
Active calls of the source: *; i = inactive; ? = inconclusive; / = not tested or not shown; [ ] = remark or other dose. Unless noted, calls follow the shape of the dose curve; as a rule, active = well fitted curve in the direction sought with a large enough effect; inconclusive = small, poorly fitted or top-dose-only effect, or another doubt; inactive = no such curve, though single readings can be large; an effect the other way counts as inactive or inconclusive.

SMILES | S2 tox | HT1080 IDH1KD tx | KB-3-1 cytotox | KB-V1 cytotox | IL1B secr inh | SW480 rerep | MCF10A rereplic | HT1080NT lethal | ATXN2 expr inh
CC1CCN(CCc2nc3cc(NC(=O)COc4ccc(Cl)cc4)ccc3n2C)CC1 | ? | ? | ? | -18% | -96* | 18µM* | 16µM* | ? | -10%
Cc1nn(CC(=O)NCc2ccccc2)c(=O)c2ccccc12 | i | -4% | 7% | ? | -4 | -24% | 4% | 4% | 0%
Cn1c(CNS(=O)(=O)c2ccc(Cl)cc2)n[nH]c1=S | i | -1% | -2% | 23% | -9 | -5% | -1% | 1% | ?
O=C(Nc1cccc(S(=O)(=O)N2CCOCC2)c1)C1CC1 | i | 0% | -1% | -13% | -4 | -3% | 0% | -1% | /
Cc1ccc(OC(=O)c2ccc([N+](=O)[O-])cc2Cl)cn1 | i | 1% | 3% | 29% | -6 | -2% | -2% | 4% | -1%
Nc1cc2c(cc1[N+](=O)[O-])OCCOCCOCCO2 | i | 2% | -1% | 2% | 6 | ? | 8% | -1% | -4%
O=C(c1ccc2ncsc2c1)N1CCN(c2cccc(C(F)(F)F)c2)CC1 | i | 8.2µM* | ? | ? | 17 | ? | 13µM* | 8.2µM* | -23%
Cc1cc(C)n2nc(CNC(=O)c3cccc(N(C)C)c3)nc2n1 | i | / | -7% | -13% | / | / | / | / | 23%
CC(C)(C)C(=O)Cn1ncc(Br)c(Br)c1=O | / | ? | 10µM* | 25% | -100* | 7.3µM* | 5.8µM* | ? | ?
CCc1nnc(NC(=O)CSc2nnc(CNC(=O)c3ccccc3F)n2C)s1 | i | 1% | -12% | 0% | 13 | -5% | 3% | -20% | 10%
CCc1ccc(-c2nc(CSCC(=O)N3CCN(c4ncccn4)CC3)c(C)o2)cc1 | i | 1% | 0% | -20% | 43 | -9% | -1% | -6% | ?
CC(=O)Nc1ccc(S(=O)(=O)NCCSCc2cccc(Cl)c2)cc1 | i | -21% | -7% | 6% | -16 | 0% | 4% | -9% | -2%
COc1ccc(OCCn2nnc3sc4c(c3c2=O)CCC(C(C)(C)C)C4)cc1 (configuration not stated) | i | / | -13% | 15% | / | / | / | / | 4%
CC1(C)Cc2cccc(OCC(=O)N3CCN(c4cccc(Cl)c4)CC3)c2O1 | ? | 1% | -9% | 0% | -1 | -49%[inhibitor] | ? | 0% | -4%
CCOC(=O)C1=C(C)OC(N)=C(C#N)C1c1cncc(-c2ccc(F)cc2)c1 (configuration not stated) | i | -2% | 14% | ? | -29 | ? | ? | -4% | -2%
O=C(Nc1cc(S(=O)(=O)N2CCCC2)ccc1OCC(F)(F)F)c1ccc(F)cc1 | i | 9% | 0% | -8% | 0 | 0% | 9% | 0% | -9%
Cc1ccc(S(=O)(=O)CCC(=O)OCC(=O)NCC(=O)Nc2cccc(C)c2C)cc1 | i | -2% | -11% | 1% | i | 4% | ? | -2% | -3%
CCOC(=O)c1c(C)[nH]c(C)c1S(=O)(=O)N(C)CC(=O)Nc1cccc(C)n1 | i | -2% | 2% | -9% | 21 | -11% | 5% | -1% | /
Cc1ccc(N(C(=O)CC2NC(=O)NC2=O)C2(C(=O)NC3CCCC3)CCCCC2)cc1 (configuration not stated) | i | -7% | -12% | ? | 5 | 18% | 4% | -8% | -4%
CC1(C)CC(n2c(NCCO)nc3c(c2=O)C2(CCCC2)Cc2ccccc2-3)CCO1 (configuration not stated) | i | 4%[9.24 µM] | -1% | -16% | -66* | -2% | -2% | ? | -19%
O=C(CSc1nc(O)c(C2CCCCC2)c(=O)[nH]1)Nc1ccc(F)cc1 | i | 0% | 19% | ? | -15 | -9% | 2% | 1% | 0%
Cn1c(Br)nc2c1c(=O)n(CC(O)COc1ccccc1)c(=O)n2C (configuration not stated) | i | 14% | 7% | -12% | 0 | -20% | -4% | 3% | -7%
O=C(N/N=C/c1ccc(OC(=O)c2ccccc2Cl)cc1)c1ccccn1 | i | 6% | 30% | -11% | 7 | -6% | -1% | -7% | 6%
O=C(Nc1ccc(S(=O)(=O)N(Cc2ccccc2)c2ccccc2)cc1)c1ccc([N+](=O)[O-])cc1 | i | / | 19% | ? | / | / | / | / | 1%
CC(=O)N1CCN(CC(O)COc2ccc(OCc3ccccc3)cc2)CC1 (configuration not stated) | i | 0% | -10% | -14% | -1 | -1% | 11% | 3% | -15%

Copied from the results shown, three compounds:
SMILES | S2 tox | HT1080 IDH1KD tx | KB-3-1 cytotox | KB-V1 cytotox | IL1B secr inh | SW480 rerep | MCF10A rereplic | HT1080NT lethal | ATXN2 expr inh
O=C(N/N=C/c1ccc(OC(=O)c2ccccc2Cl)cc1)c1ccccn1 | i | 6% | 30% | -11% | 7 | -6% | -1% | -7% | 6%
O=C(Nc1ccc(S(=O)(=O)N(Cc2ccccc2)c2ccccc2)cc1)c1ccc([N+](=O)[O-])cc1 | i | / | 19% | ? | / | / | / | / | 1%
CC(=O)N1CCN(CC(O)COc2ccc(OCc3ccccc3)cc2)CC1 (configuration not stated) | i | 0% | -10% | -14% | -1 | -1% | 11% | 3% | -15%

The list goes on.
SMILES | S2 tox | HT1080 IDH1KD tx | KB-3-1 cytotox | KB-V1 cytotox | IL1B secr inh | SW480 rerep | MCF10A rereplic | HT1080NT lethal | ATXN2 expr inh
Cc1ccccc1Oc1ccc(S(=O)(=O)NCCC(=O)O)cc1 | i | -2% | 0% | 0% | 10 | -6% | 6% | -4% | 0%
CSc1ccccc1C(=O)C1CCCN(S(=O)(=O)c2c(C)noc2C)C1 (configuration not stated) | i | -2% | -3% | ? | 4 | 0% | -1% | -13% | -8%
Cc1ccc(CNC(=O)C2CCCN(c3nn4c(=O)cc(C)nc4s3)C2)cc1 (configuration not stated) | i | 5% | 1% | -28% | -12 | 0% | -51%[inhibitor] | 8% | 23%
O=C(COc1ccc(F)cc1F)NNC(=O)Nc1cccc([N+](=O)[O-])c1 | i | -10% | / | / | -5 | -5% | -4% | -4% | 1%
O=C(COC(=O)c1cccnc1)Nc1ccc(F)cc1 | i | 1% | 8% | 3% | -3 | -2% | -2% | 10% | 4%
O=C(CCCn1c(=S)[nH]c2cc3c(cc2c1=O)OCO3)NCc1cccc(Cl)c1 | ? | -3% | 3% | 10% | 40 | 2% | 3% | -6% | /
COCCC(=O)N1CCC(Oc2ccc(C(=O)NCc3ncc(C)[nH]3)cc2)CC1 | i | 25% | -5% | -5% | i | -8% | 6% | 1% | 1%
CN(C)S(=O)(=O)c1cccc(C(=O)Nc2cc(S(=O)(=O)N3CCOCC3)ccc2O)c1 | i | -4% | 5% | 4% | 19 | -2% | 0% | 11% | -3%
CCc1nn2c(=O)cc(COC(=O)c3ccco3)nc2s1 | i | / | 9% | ? | / | / | / | / | 5%
CCc1ccc(NC(=O)c2cc(CN3CCOCC3)on2)cc1 | i | / | 1% | 21% | / | / | / | / | 15%
COC(=O)c1ccc(-c2nc(O)c3cnccn23)cc1 | i | 14% | -6% | 19% | 17 | -3%[9.22 µM] | -21% | 10% | -7%
COc1cc(Cn2c(=O)c3c(OC)c(C)cnc3n(C)c2=O)cc(OC)c1 | i | -4% | 1% | 3% | 15 | 0% | 1% | -1% | 0%
CN1CCC(N(C)S(=O)(=O)c2ccc(C(C)(C)C)cc2)CC1 | i | -17% | -7% | -5% | -10 | ? | 4% | -3% | /
CC(C)Nc1nc(NC(C)C)nc(OCCOC(=O)Nc2ccccc2)n1 | i | ? | 0% | -6% | -1 | 7% | 20% | -1% | 29%
O=C(CS(=O)(=O)c1c[nH]c2ccccc12)N1CCc2ccccc21 | i | -2% | 1% | -3% | -24 | -21% | -1% | -2% | 13%
CCC(C(=O)Nc1ccc2c(c1)OCCO2)c1ccccc1 (configuration not stated) | i | 21% | 0% | -26% | 16 | ? | 0% | 26% | -15%
CC(NC(=O)c1ccc(S(=O)(=O)Nc2ccccc2)cc1)c1ccc(S(N)(=O)=O)cc1 (configuration not stated) | i | 6% | 1% | 5% | 14 | 4% | 3% | 1% | 0%
COc1ccc(C(=O)Nc2cc(S(=O)(=O)N3CCCCC3)ccc2C)cc1 | i | -3% | 2% | ? | -4 | / | / | -1% | /
O=C(NCC(c1ccco1)N1CCN(c2ccccc2)CC1)C(=O)NC1CCCCC1 (configuration not stated) | ? | 0% | -6% | -27% | 6 | -6% | 3% | 7% | -13%
CCOc1ccc(NC(=O)Cc2c[nH]c3ccccc23)cc1 | ? | / | 24% | 13% | / | / | / | / | 31%[activator]
Nc1ccc2oc(-c3ccccc3Cl)cc(=O)c2c1O | i | 5% | 7.3µM* | ? | -7 | -5% | -11% | 5% | 81%[activator]
CC1CCN(C(=O)CSc2nc3[nH]ncc3c(=O)[nH]2)CC1 | i | 10% | 20% | -14% | 18 | -13% | -4% | 18% | -1%
O=C(N/N=C/c1c[nH]c2ccccc12)c1cc(-c2cccc3ccccc23)n[nH]1 | i | 8.2µM* | ? | -4% | -52* | ? | 9.2µM* | ? | -4%
CCCn1c(SCC(=O)NC2CCCCC2)nnc1-c1ccco1 | i | 16% | 5% | ? | 0 | -4% | ? | ? | -21%
CC1CN(C(=O)c2ccc(S(=O)(=O)Nc3cccc(C(F)(F)F)c3)cc2)CC(C)O1 (configuration not stated) | i | -18% | -25% | ? | 4 | -5% | 5% | -8% | -14%

Compound profiles, as listed above:
Profile of CC1CN(C(=O)c2ccc(S(=O)(=O)Nc3cccc(C(F)(F)F)c3)cc2)CC(C)O1 (configuration not stated) → S2 tox = i; HT1080 IDH1KD tx = -18%; KB-3-1 cytotox = -25%; KB-V1 cytotox = ?; IL1B secr inh = 4; SW480 rerep = -5%; MCF10A rereplic = 5%; HT1080NT lethal = -8%; ATXN2 expr inh = -14%
Profile of CCC(C(=O)Nc1ccc2c(c1)OCCO2)c1ccccc1 (configuration not stated) → S2 tox = i; HT1080 IDH1KD tx = 21%; KB-3-1 cytotox = 0%; KB-V1 cytotox = -26%; IL1B secr inh = 16; SW480 rerep = ?; MCF10A rereplic = 0%; HT1080NT lethal = 26%; ATXN2 expr inh = -15%
